# CRE-bla Fsk: Cell signaling CRE-BLA (Fsk stim); Potency, µM (titrated, usually from 38.2 µM), for inactives: top-dose activity change, negative = inhibition, most hits filed as activators; hit rate 2.5% among 71,000; CHO CRE-bla reporter (cAMP response element driving beta-lactamase), forskolin EC10, beta-lactamase ratio; AID 662, 2007; active = well fitted activation curve with a large enough effect in the signal ratio, with a control signal flat, not every such curve was filed as active; inconclusive = small, poorly fitted or top-dose-only effect, or effect the other way, or a change in a side signal; the % refers to the signal ratio; also: potency is read from the fitted curve at half-maximal effect; % of control where 0% means no effect
#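 CRE-bla CHO cells stimulated with EC10 NKH 477 (water-soluble forskolin) and compound titrations, 3 h at 37C; beta-lactamase read with CCF4 after 2 h at room temperature. Activity from 460/530 nm emission ratio, AC50 values for positive or negative modulation.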
# Luciferase inh: qHTS Assay for Inhibitors of Firefly Luciferase; Potency, µM (highest dose often 57.1 µM), without a hit: top-dose activity change, negative = inhibition, actives largely listed as inhibitors; hit rate 2.2% among 72,000; Luciferin 4-monooxygenase (Photinus pyralis), P08659; purified firefly luciferase, luminescence, 8 min; also: potency is read from the fitted curve at half-maximal effect; % is scaled to controls: 0 for no effect and ±100 for the full control effect; nearly all actives have a fitted effect of over 40% in size
#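 Compounds were tested as concentration series (qHTS) against purified P. pyralis luciferase with luciferin and 10 uM ATP in 50 mM imidazole pH 7.2, 50 mM KCl, 7 mM MgCl2, 0.01% Tween 20, 0.05% BSA. Luminescence was read after 8 min at ambient temperature.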
# HBB splicing: qHTS Assay for Modulators of Hemoglobin Beta Chain Splicing; HBB splicing reporter cell assay, activation; EGFP reporter with mutant IVS2-654 intron; response scale: normalised to 500 nM splice-correcting PNA; Potency, µM (titrated, usually from 46.1 µM), inactives show at the highest dose activation, usual class: activators; hit rate 0.06% among 65,000; AID 925, 2007; also: potency is read from the fitted curve at half-maximal effect; 0% is about no effect
#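 Compounds were applied for 2 days to HeLa EGFP-654 cells, 500/well in Optimem with 2% FCS. The reporter's EGFP is disrupted by mis-splicing of beta-globin intron IVS2-654. Readout: summed well GFP fluorescence from 488 nm laser scanning; reference was 500 nM antisense […] 654 PNA.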
# Hsp90 Hop PPI: qHTS Assay for Disrupters of an Hsp90 Co-Chaperone Interaction. Hsp90 C-terminal peptide / TPR2A (Hop) interaction, human. AlphaScreen TPR2A-His6 binding biotin-Hsp90 C-terminal peptide. Potency, µM (highest dose often 57 µM), for the others: top-dose activity change, negative = inhibition. hit rate 0.44% among 71,000. AID 595, 2007; active = well fitted curve in either direction with a large enough effect; inconclusive = small, poorly fitted or top-dose-only effect, or another doubt; also: potency is read from the fitted curve at half-maximal effect; % is scaled to controls: 0 for no effect and ±100 for the full control effect; many of its hits are not listed in these tables
# HADH2 inhib: qHTS Assay for Inhibitors of HADH2 (Hydroxyacyl-Coenzyme A Dehydrogenase, Type II) | 3-hydroxyacyl-CoA dehydrogenase type-2 (Homo sapiens), Q99714 | recombinant HADH2, NADH fluorescence, beta-hydroxybutyryl-CoA | Potency, µM (series often up to 57.1 µM), without a hit: at the highest dose activity change, negative = inhibition, most hits filed as inhibitors | hit rate 3.4% among 73,000 | AID 886, 2007; also: potency is read from the fitted curve at half-maximal effect; % is scaled to controls: 0 for no effect and ±100 for the full control effect; nearly all actives have a fitted effect of over 60% in size; many of its hits are not listed in these tables
# Target sequence (Q99714 whole entry, looked up, one chain of several): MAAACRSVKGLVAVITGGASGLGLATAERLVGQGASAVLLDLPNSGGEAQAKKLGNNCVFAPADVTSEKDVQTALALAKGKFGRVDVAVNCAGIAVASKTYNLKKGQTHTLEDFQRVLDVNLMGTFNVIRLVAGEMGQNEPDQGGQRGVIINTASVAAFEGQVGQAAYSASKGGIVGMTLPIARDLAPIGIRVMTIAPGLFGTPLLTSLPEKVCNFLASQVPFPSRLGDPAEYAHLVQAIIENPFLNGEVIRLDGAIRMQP
#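 E. coli-expressed His-tagged HADH2 tested at 20 nM in alkaline Tris buffer (pH 9.0); oxidation of 90 uM beta-hydroxybutyryl-CoA with 1 mM NAD+ tracked fluorimetrically for 4 min.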
# Tau fil binding: qHTS Assay for Tau Filament Binding; recombinant tau filaments, thioflavin S fluorescence, 15 h; filaments grown with octadecylsulfate alongside compound; Potency, µM (highest dose often 57.1 µM), for inactives: at the top dose activity change, negative = inhibition; hit rate 2% among 71,000; AID 596, 2007;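 also: potency is read from the fitted curve at half-maximal effect; % is scaled to controls: 0 for no effect and ±100 for the full control effect; actives lower thioflavin S fluorescence by blocking filaments or displacing dye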
# Target sequence (P10636 whole entry, looked up): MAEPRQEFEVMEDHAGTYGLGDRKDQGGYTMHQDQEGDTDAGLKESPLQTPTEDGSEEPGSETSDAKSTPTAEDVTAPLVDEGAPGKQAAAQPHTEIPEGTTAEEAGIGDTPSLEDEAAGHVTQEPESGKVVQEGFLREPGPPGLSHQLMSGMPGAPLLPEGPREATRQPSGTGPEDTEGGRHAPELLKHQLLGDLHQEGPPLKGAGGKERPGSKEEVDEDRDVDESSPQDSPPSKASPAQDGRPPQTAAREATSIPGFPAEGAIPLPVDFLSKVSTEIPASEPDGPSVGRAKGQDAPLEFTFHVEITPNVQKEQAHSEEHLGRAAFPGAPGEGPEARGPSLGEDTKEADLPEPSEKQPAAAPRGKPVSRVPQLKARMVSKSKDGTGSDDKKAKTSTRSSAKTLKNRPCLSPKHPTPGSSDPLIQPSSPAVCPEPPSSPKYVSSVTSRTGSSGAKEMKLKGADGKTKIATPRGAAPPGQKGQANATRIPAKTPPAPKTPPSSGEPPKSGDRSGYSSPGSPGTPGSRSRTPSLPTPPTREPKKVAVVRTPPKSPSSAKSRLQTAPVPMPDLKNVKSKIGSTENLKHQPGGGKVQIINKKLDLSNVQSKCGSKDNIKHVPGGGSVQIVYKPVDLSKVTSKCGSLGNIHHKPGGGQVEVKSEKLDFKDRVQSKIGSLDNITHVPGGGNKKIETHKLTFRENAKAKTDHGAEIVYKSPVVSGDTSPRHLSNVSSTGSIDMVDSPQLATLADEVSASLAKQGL
#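 Thioflavine S fluorescence (ex 450, em 510 nm) reports filaments formed from 1 uM human tau plus 30 uM ODS over 15 h at 37 C (10 mM HEPES pH 7.4, 100 mM NaCl, 5 mM DTT); compounds displacing dye or blocking filaments lower signal.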
# DNA Pol III inh: qHTS Assay for Inhibitors of DNA Polymerase III Holoenzyme System; AID 603, 2007; hit rate 0.25% among 71,000; Potency, µM (doses to about 57.1 µM), without a hit: at the highest dose activity change, negative = inhibition; reconstituted DNA polymerase III holoenzyme replication, biochemical; also: potency is read from the fitted curve at half-maximal effect; % is scaled to controls: 0 for no effect and ±100 for the full control effect
#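 Reconstituted *E. coli* holoenzyme (0.35 nM Pol III, 1 nM beta, 154 nM SSB, 2 nM primase) was preincubated with compound for 15 min at RT. Synthesis on 1.4 nM ssM13Gori ran 35 min, then was stopped with PicoGreen/EDTA and read as dsDNA fluorescence.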
# Rhodamine autofl: qHTS Assay for Spectroscopic Profiling in Rhodamine Spectral Region; Rhodamine-region fluorescence, 547/598 nm, Tris buffer; hits give high values; max dye-equivalent concentration, M; hit rate 0.05% among 59,000; AID 594, 2007; in the data active = max dye-equivalent concentration above about 11 nM; inconclusive = between about 1.1 nM and that limit
#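 A six-point rhodamine series on each plate calibrates the signal. Compounds sit in 100 mM Tris (pH 8.0) for 15 min at ambient temperature before imaging through 547 nm/598 nm filters.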
# ERK AVP inh: qHTS Assay for Inhibitors of the ERK Signaling Pathway using a Homogeneous Screening Assay; HEK293-V1b, vasopressin-stimulated pERK AlphaScreen; Potency, µM (series often up to 57.5 µM), for inactives: at the top dose activity, negative = inhibition, hits mostly inhibitors; hit rate 0.99% among 72,000; also: potency is read from the fitted curve at half-maximal effect; % is scaled to controls: 0 for no effect and ±100 for the full control effect; nearly all actives have a fitted effect of over 55% in size
#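 Phosphorylated ERK1/2 detected via AlphaScreen bead proximity in lysates of V1b-expressing HEK293 cells given 25 nM vasopressin for 5 min after 30 min compound exposure (37 °C). AC50 from Hill equation; basal DMSO 0%, vasopressin 100%.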
# TexasRed autofl: qHTS Assay for Spectroscopic Profiling in Texas Red Spectral Region | Compound fluorescence, Texas Red channel, 547/618 nm; hits give high values | max dye-equivalent concentration, M | hit rate 0.06% among 59,000; in the data active = max dye-equivalent concentration above about 10 nM; inconclusive = between about 1.1 nM and that limit
#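 Texas Red-region profiling: compounds in 100 mM Tris pH 8.0 were read at 547/618 nm after 15 min at room temperature. Intensities were normalized against a six-point Texas Red standard series to give dye-equivalent concentration.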
# 15-hLO inh: qHTS Assay for Inhibitors of 15-hLO (15-human lipoxygenase); Polyunsaturated fatty acid lipoxygenase ALOX15 (Homo sapiens), P16050; hit rate 1.4% among 74,000; Potency, µM (doses to about 57.1 µM), for the others: at the highest dose activity change, negative = inhibition, most hits filed as inhibitors; purified 15hLO-1, xylenol orange hydroperoxide absorbance; also: potency is read from the fitted curve at half-maximal effect; % is scaled to controls: 0 for no effect and ±100 for the full control effect; nearly all actives have a fitted effect of over 55% in size
#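 Inhibition is scored from a chromogenic endpoint. After 15 min enzyme-compound contact, arachidonic acid (50 uM final) reacts 6 min with 40 nM 15hLO-1 at room temperature, then Fe-XO reagent is added for 30 min and absorbance ratio recorded.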
# The depositor's hits bear a star; i = inactive; ? = inconclusive; nt = not tested or not shown; [ ] = remark or other dose. Unless noted, calls follow the shape of the dose curve; as a rule, active = well fitted curve in the direction sought with a large enough effect; inconclusive = small, poorly fitted or top-dose-only effect, or another doubt; inactive = no such curve, though single readings can be large; an effect the other way counts as inactive or inconclusive. Some of the compounds tested; rates above refer to the full screens.
SMILES,CRE-bla Fsk,Luciferase inh,HBB splicing,Hsp90 Hop PPI,HADH2 inhib,Tau fil binding,DNA Pol III inh,Rhodamine autofl,ERK AVP inh,TexasRed autofl,15-hLO inh
COC(=O)[C@@]1(Cc2ccc(OC)cc2)[C@H]2c3cc(C(=O)N(C)C)n(Cc4cc(C)n(C)n4)c3C[C@H]2CN1C(=O)c1ccccc1,?,nt,-1.1%,-5%,1%,1%,-4%,nt,-9%,nt,nt
O=C(Nc1ccc(N2CCN(C(=O)c3ccco3)CC2)c(Cl)c1)c1cccs1,?,-2%,1.6%,-9%,-21%,9%,-6%,i,?,i,-1%
N[C@H](CO)C(=O)NCC(=O)O,3%[7.6 µM],2%[11.4 µM],0.1%[9.22 µM],-1%[11 µM],-12%[11.4 µM],-4%[11.4 µM],-2%[11.4 µM],i,23%[11.5 µM],?,-3%[11.4 µM]
Cc1ccc(/C(O)=C2\C(=O)C(=O)N(CCN(C)C)C2c2ccccc2F)cc1 (stereo not given),1%,-2%,0.2%[9.22 µM],-3%,-16%,8%,-2%,nt,-2%,nt,1%
O=C(Nc1ccc(F)cc1F)N1CCCCC1c1cccnc1 (stereo not given),?,2%,-0.7%[0.0738 µM],-5%[11 µM],3%[11.4 µM],7%[11.4 µM],-6%[11.4 µM],nt,-22%,nt,-25%[11.4 µM]
CCOc1ccc(C(=O)OCn2nnc3ccccc3c2=O)cc1OC,?,1%,-3.0%,2%,8%,9%,-4%,i,11%,i,-3%
CC(=O)OC[C@@H]1O[C@H](C/C=N\O[C@@H]2O[C@H](COC(C)=O)[C@@H](OC(C)=O)[C@H](OC(C)=O)[C@H]2OC(C)=O)C=C[C@@H]1OC(C)=O,nt,1%[11.4 µM],0.4%[9.22 µM],nt,6%[11.4 µM],nt,nt,nt,-1%[11.5 µM],nt,1%[11.4 µM]
COc1ccc(-c2c(C)n([O-])c3c([n+]2=O)CCC3)cc1OC,5%,-4%,-0.5%,-2%,-3%,-6%,-5%,i,-7%,i,2%
CCOCCCNC(=O)c1[nH]c(C)c(C(C)=O)c1C,?,0%,-1.5%,-9%,0%,8%,2%,i,9%,i,2%
N#Cc1c(N)nc2c(c1-c1ccncc1)CCCCCC2,?,5%,-5.7%[57.5 µM],0%,1%,14%,-6%,i,-16%,i,-3%
COc1cc(-c2nnc(SCC(=O)c3ccc(C)cc3)o2)cc(OC)c1OC,2.5µM*,1%,-0.1%,-3%,-10%,72%,2%,i,0%,i,6%
COc1ccc(-c2nc(C#N)c(NCC3CCCO3)o2)cc1OC (stereo not given),13µM*,-26%,0.5%[0.369 µM],-8%,1%,-4%,-2%,i,?,?,1%
C=CCc1cc(C(=O)N2CCCCC2)ccc1O,?,1%,-1.1%,-4%,7%,-5%,1%,i,-2%,i,0%
CCOC(=O)N1CCN(C(=O)c2sc3nc(-c4ccc(F)cc4)cn3c2C)CC1,15%,2%,-0.7%,-3%,-3%,6%,-6%,i,11%,i,-1%
COc1ccc(OCc2nnc(SCC(N)=O)n2-c2ccccc2OC)cc1,5%,1%,-4.8%,-2%,-3%,3%,-4%,i,17%,i,-6%
CC(=O)c1ccc(OCC(O)CN2CCN(CCO)CC2)cc1 (stereo not given),7%,2%,1.1%,-2%[2.3 µM],-14%,-2%,-2%,nt,-13%,nt,13%
CCOC(=O)N1CCN(C(=O)c2ccc(NS(C)(=O)=O)cc2)CC1,-5%,0%,-0.4%,-1%,-28%,1%,3%,i,-5%,?,4%
COC(=O)C1C(=O)C2=C(CC1C)NC(C)=C(C(=O)OCc1ccc(OC)cc1)C2c1ccc(C)o1 (stereo not given),?,-1%,3.3%,-4%,?,-8%,-2%,i,-3%,i,1%
Cn1c(=O)oc2cc(S(=O)(=O)NCCC(=O)NC3CCCC3)ccc21,-4%,1%,1.7%,2%,3%,-14%,4%,i,17%,i,11%
O=C(CSc1nnc(-c2ccccc2Br)o1)N1CCc2ccccc2C1,-1%,2%,-0.2%[57.5 µM],4%,-12%,30%,-2%,i,-12%,i,-9%
Cc1ccc(NC(=O)Cn2cccc2)c(Br)c1,2%,-3%,-0.2%,-3%,3%,-4%,-2%,i,-14%,i,16%
CCOC(=O)c1nn(-c2cc(C(=O)OC)cc(C(=O)OC)c2)cc1O,5%,2%,0.7%,-1%,11%,4%,-1%,i,-8%,i,-2%
O=C(Oc1ccccc1)N1CCC2(CCCN(c3ccc(-c4ccccc4)cc3)C2)CC1,-4%,0%[11.4 µM],0.6%,-3%,-6%,12%,-1%,i,7%,i,-4%
CCOC(=O)C1CCN(c2c(NC3CCCCCCC3)c(=O)c2=O)CC1,8%,2%,-0.1%,1%,-5%,-4%,-12%,nt,7%,nt,-1%
Cc1c(C)c2ccc(OCC(=O)N(C)C)c(C)c2oc1=O,?,-2%,1.7%,-2%,25µM*,16%,-4%,i,-10%,i,-1%
COC(=O)[C@@H]1[C@@H]2C[C@H]3c4[nH]c5cc(OC)ccc5c4CCN3C[C@@H]2C[C@H](OC(=O)c2cc(OC)c(OC)c(OC)c2)[C@H]1OC,-11%[17.1 µM],5%[25.5 µM],?,?,8%[25.6 µM],-2%[25.6 µM],1%[25.6 µM],i,-8%[25.7 µM],i,-4%[25.6 µM]
COc1ccc(OCc2nnc3n2N=C(c2ccc(OC)cc2)CS3)cc1,4µM*,-1%,-1.0%,-5%[2.3 µM],-11%,56%,-5%,nt,25µM*,nt,-7%
CCOCCCNC(=O)C(c1ccc(Cl)cc1)N1CCN(c2ccccc2)CC1 (stereo not given),-9%,0%,0.1%,4%,12%,0%,1%,nt,-4%,nt,-1%
CCCCNc1nc(C)nc2c1nc(-c1ccccc1)n2CCN1CCCCC1,?,nt,-1.2%,-7%,?,59%,-6%,nt,-28%,nt,13µM*
Cc1ccccc1-n1nc(C)c2cc(C(=O)N3CCN(S(=O)(=O)c4ccccc4)CC3)sc21,?,-1%,-2.5%,-9%,-7%,-12%,0%,i,-17%,i,10%
COc1ccccc1S(=O)(=O)Cc1ccc(C(=O)N2CCCC2)o1,-1%,2%,-0.7%,-3%[2.3 µM],-11%,10%,0%,nt,-7%,nt,0%
NC(=O)CSc1nnc(CNc2cccc(Cl)c2)n1CCc1ccccc1,-5%,3%,0.2%[57.5 µM],-2%,-1%,2%,-8%,i,-3%,i,9%
CC(C)Oc1ccc(/C(O)=C2/C(=O)C(=O)N(CCCN3CCOCC3)C2c2ccncc2)cc1 (stereo not given),-3%,0%,-6.5%,-1%,0%,1%,1%,nt,-4%,nt,4%
O=C(c1ccco1)N1CCN=C1SCc1ccc(F)cc1,-1%,-3%,0.6%,0%,16%,-4%,-1%,nt,1%,nt,4%
COc1cccc(-c2nnc(SCC(=O)Nc3ccc(S(N)(=O)=O)cc3)n2C)c1,-7%,2%,0.0%[57.5 µM],1%,-23%,3%,-9%,i,-6%,?,7%
COc1ccc(OC)c(C2CC(=O)C3=C(C2)NC(=O)CC3c2ccc(O)c(OC)c2)c1 (stereo not given),?,2%,3.1%[57.5 µM],-6%,-7%,-4%,-2%,i,-28%,i,-27%
CN(C)C(=O)C1(c2ccccc2)CCN(S(=O)(=O)c2ccccc2)CC1,-1%,2%,-0.4%,2%,19%,-3%,-4%,i,-12%,i,-2%
CN(C/C=C\c1ccccc1)Cc1cccc2ccccc12,-1%[17.1 µM],-3%[25.5 µM],0.5%[20.6 µM],?,-1%[25.6 µM],-22%[25.6 µM],19%[25.6 µM],i,12%[25.7 µM],?,1%[25.6 µM]
COc1cc(CN2CCC(C(=O)N3CCN(c4ccccc4F)CC3)CC2)ccc1O,?,0%,-2.4%,-2%,-14%,5%,-1%,i,-2%,?,-8%
Cc1cccc(N(Cc2ccccc2F)S(C)(=O)=O)c1,-4%,1%,0.0%,-3%,-8%,3%,-2%,i,7%,i,4%
